Screening results from PubChem BioAssay.
Tau fluor counter: counter-screen for tau fibril formation inhibitors. tau K18 P301L Alexa594 fluorescence, heparin fibrillization. Potency, µM (titrated, usually from 57.7 µM), for the others: at the top dose activity change, negative = decrease. actives 0.93% (n = 280,000); further: on the % scale 0 is the no-effect control and ±100 the full control effect; nearly all actives have a fitted effect of over 55% in size
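Human K18 P301L tau (15 uM unlabeled plus 0.24 uM Alexa 594-labeled, final) in 100 mM sodium acetate pH 7 was mixed with compound and 20 uM heparin and incubated 6 hr at 37 C.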
GAA glycogen: GAA glycogen-cleavage inhibition or activation; actives 0.38% (n = 300,000); recombinant GAA, glycogen substrate, Amplex Red glucose oxidase fluorescence; Potency, µM (series often up to 76.4 µM), without a hit: at the highest dose activity change, negative = inhibition, actives largely listed as inhibitors; P10253;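 further: 0% = full enzyme reaction and -100% = no-enzyme basal signal; the screen sought inhibitors and activators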
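qHTS, 1536-well; enzyme 4 nM final; cpd up to 77 uM; substrate bovine liver glycogen 30 ug; 50 mM citrate/phosphate pH 5.0, 0.01% Tween-20; 37 C, 40 min; Amplex Red detection 45 min RT; Hill fit → AC50.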
Tau fibril FP: blocks human tau fibril formation measured by polarization | actives 0.39% (n = 280,000) | P10636 | K18 P301L tau heparin fibrillization, Alexa594 FP, 6 h | Potency, µM (doses to about 57.7 µM), without a hit: at the top dose activity, negative = inhibition, usual class: inhibitors | AID 1468; further: on the % scale 0 is the no-effect control and ±100 the full control effect; nearly all actives have a fitted effect of over 55% in size
Target sequence (P10636 561-689 P618L limits assumed): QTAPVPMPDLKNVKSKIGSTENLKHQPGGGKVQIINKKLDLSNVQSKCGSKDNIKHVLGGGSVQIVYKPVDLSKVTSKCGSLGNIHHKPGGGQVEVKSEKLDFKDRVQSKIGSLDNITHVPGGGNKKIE
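K18 P301L tau (15 uM unlabeled/0.24 uM Alexa 594-labeled, final) + compound + heparin 20 uM final; 100 mM NaOAc pH 7; 6 hr 37 C; ThT 30 uM final added, 1 hr RT; FP ex 555/em 632 nm.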
Tau ThT inhib: inhibitors of human tau fibril formation, thioflavin T binding; P10636; recombinant tau K18 P301L, heparin-induced fibrillization, ThT fluorescence; Potency, µM (top dose mostly 57.4 µM), inactives show top-dose activity, negative = inhibition, hits mostly inhibitors; actives 2.1% (n = 270,000); further: on the % scale 0 is the no-effect control and ±100 the full control effect; nearly all actives have a fitted effect of over 55% in size
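ThT emission at 510 nm, taken 1 hr after adding 30 uM dye, quantifies aggregates formed when 20 uM heparin acts on human tau K18 P301L for 6 hr at 37 C.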
GAA inh: alpha-glucosidase (human) inhibition | P10253 | purified human GAA, 4-MU-alpha-glucoside fluorescence | Potency, µM (highest dose often 76.9 µM), inactives show top-dose activity change, negative = inhibition, hits mostly inhibitors | actives 0.005% (n = 200,000);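 further: plate controls were uninhibited enzyme wells for no effect and no-enzyme background for full effect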
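Compounds are titrated up to 77 uM against 4 nM human enzyme. Substrate 4-methylumbelliferyl-alpha-D-pyranoside (400 uM) reacts 20 min at room temperature in pH 5.0 buffer; liberated 4-methylumbelliferone is read at 440 nm.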
HTT cytoprotect: protects HTT-Q103 PC12 cells, measured by ATP | PC12 HTT-Q103 induced, cytoprotection, ATP luminescence, 40 h | Potency, µM (titrated, usually from 56.4 µM), inactives show cytoprotection (ATP increase), most hits filed as activators | actives 0.14% (n = 230,000);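 further: % of control where 0% means no effect; nearly all actives have a fitted effect of over 45% in size; toxic huntingtin expression switched on by the ecdysone agonist tebufenozide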
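Compounds added alongside 100 nM tebufenozide, which induces toxic Q103 huntingtin exon 1-GFP in stable PC12 cells; surviving cells quantified by luminescent ATP measurement. Medium: phenol red-free DMEM, 5% equine and 5% calf serum.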
aGlu spleen mod: inhibitors or activators of human alpha-glucosidase in spleen homogenate; actives 0.006% (n = 240,000); P10253; Potency, µM (series often up to 79.9 µM), inactives show at the top dose activity change, negative = inhibition, hits mostly inhibitors; human spleen homogenate, 4-MU-alpha-glucoside fluorescence;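 further: 0% = enzyme with vehicle and -100% = no enzyme basal signal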
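Human spleen homogenate (1 ug) incubated with compounds and 1 mM 4-methylumbelliferyl-alpha-D-glucopyranoside in pH 5.0 citrate/phosphate buffer, 37 C, 40 min. Stopped at pH 10; 4-MU fluorescence (Ex 365/Em 440 nm); AC50 by Hill fit.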
GLA spleen mod: inhibitors or activators of human alpha-galactosidase in spleen homogenate; P06280; AID 2107; actives 0.008% (n = 240,000); Potency, µM (doses to about 80 µM), inactives show at the highest dose activity change, negative = inhibition, usual class: inhibitors; human spleen homogenate, 4MU-alpha-Gal fluorescence, 40 min;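 further: 0% = enzyme with vehicle and -100% = no enzyme basal signal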
Target sequence (P06280 32-429 limits assumed): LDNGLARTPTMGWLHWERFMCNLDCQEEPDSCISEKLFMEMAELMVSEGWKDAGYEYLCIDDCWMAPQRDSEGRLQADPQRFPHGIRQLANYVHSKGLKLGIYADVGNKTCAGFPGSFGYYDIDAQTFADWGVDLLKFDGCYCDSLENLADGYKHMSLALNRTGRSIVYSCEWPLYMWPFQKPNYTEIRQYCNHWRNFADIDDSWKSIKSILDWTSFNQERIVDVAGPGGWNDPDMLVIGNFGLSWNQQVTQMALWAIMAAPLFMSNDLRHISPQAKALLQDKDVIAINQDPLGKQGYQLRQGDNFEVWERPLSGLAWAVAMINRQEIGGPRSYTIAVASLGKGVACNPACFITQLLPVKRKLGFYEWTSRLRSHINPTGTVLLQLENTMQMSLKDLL
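qHTS titration in buffer at pH 5.0. Alpha-galactosidase activity in spleen homogenate was measured via 4-methylumbelliferone release from 1 mM fluorogenic substrate after 40 min at 37C and a pH 10 stop. AC50 came from Hill fits of control-normalized data.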
The depositor's hits bear a star; ? = inconclusive; . = not tested or not shown; & = joins results of further samples; [ ] = another dose, or the depositor's remark. The call rests on the fitted dose curve; in most records, active means well fitted curve in the direction sought with a large enough effect; inconclusive means small, poorly fitted or top-dose-only effect, or another doubt; inactive means no such curve, though single readings can be large; an effect the other way counts as inactive or inconclusive. Potency means the concentration at half of the fitted maximal effect.

SMILES	Tau fluor counter	GAA glycogen	Tau fibril FP	Tau ThT inhib	GAA inh	HTT cytoprotect	aGlu spleen mod	GLA spleen mod
COc1cc(NC(=O)c2cccs2)ccc1NC(=O)c1cc2ccccc2o1	-6%	2%	-2%	-6%	-22%	30%	4%	5%
CCC1C(=NO)C(CC)C(c2ccccc2)NC1c1ccccc1 (stereo not drawn)	-8%	-21%	-6%	-9%	?	-7%[10 µM]	4%	3%
O=C(CCNS(=O)(=O)c1cccc2nsnc12)NC1CCN(Cc2ccccc2)CC1	1%	4%	-3%	-4%	5%	8%[10 µM]	0%	-1%
O=C(Nc1cccc(-c2nc3ncccc3o2)c1)c1ccccc1	-15%	-1%	-9%	-12%	?	-30%[inhibitor]	-16%	1%
CC(/C=N/n1c(-c2ccccc2)n[nH]c1=S)=C\c1ccco1	-21%	-29%	0%	?	-9%	6%[10 µM]	6%	2%
Cc1nn(-c2ccccc2)c(Cl)c1/C=N/NC(=O)c1ccc(CNc2ccccc2)o1	?	-8%	5%	?	-15%	8%[10 µM]	-1%	0%
COc1ccc(OCC(=O)N2CCC(c3nc4ccccc4s3)CC2)cc1	-6%	-4%[76.3 µM]	3%	-13%	.	.	.	.
CCN(CCCNC(=O)CN(C)S(=O)(=O)c1ccc2c(c1)CCC(=O)N2)c1cccc(C)c1	-23%	-9%	7%	-12%	-2%	-6%	4%	4%
Cc1cc(Br)ccc1NC(=O)CCSc1ccccc1	-22%	11%	?	-10%	-15%	0%	-1%	-1%
Nc1ccccc1SC1CC(=O)N(c2ccc3c(c2)OCCO3)C1=O (stereo not drawn)	?	6%	-1%	.	.	14%[10 µM]	-4%	-13%
O=C(CCn1cnnn1)Nc1ccccc1	-4%&5%	-10%	-4%&5%	-3%&9%	3%	-9%	-3%	-2%
CCOC(=O)c1c(NC(=S)NCC2CCCO2)sc(C)c1C (stereo not drawn)	-25%	-20%	-5%	-12%	0%	-23%	2%	3%
N#CC1=C2N=C(N)c3ccccc3N2C2=C(C(=O)CCC2)C1c1ccc(Cl)cc1 (stereo not drawn)	?	-5%	2%	?	-3%	.	-6%	-2%
CC(=O)Nc1ccc2c(c1)C(=O)N(c1cccc(C)c1)C2=O	2%	1%	-4%	.	.	1%[10 µM]	2%	6%
COc1ccc(CNC(=O)c2cc(COc3c(F)cccc3F)on2)cc1OC	-18%	-8%	8%	-13%	-2%	-14%	0%	-6%
Nc1ccccc1S(=O)(=O)c1ccccc1N	1%	3%	5%	4%	?	-11%	-16%	0%
CCc1ccc(NC(=O)c2sc3nc(C)c(Cl)c(C)c3c2NC(=O)c2ccccc2)cc1	3%	4%[76.3 µM]	-3%	1%	.	.	.	.
O=C(NCCN1CCOCC1)c1ccc2c(c1)N(Cc1ccccc1)C(=O)CS2	-2%	0%	3%	-1%	-1%	-9%[10 µM]	2%	2%
CC/C(=N/Nc1ccccc1)c1cnnc(SC)n1	-13%	-11%	-12%	7.1µM*	-3%	-22%	6%	-9%
CCOc1cc(N2CCOCC2)c(OCC)cc1NC(=O)c1oc2ccccc2c1C	-14%	8%	12%	-4%	4%	-32%	-3%	-9%

Overlap with the part before: 2 entries; new compounds follow.
SMILES	Tau fluor counter	GAA glycogen	Tau fibril FP	Tau ThT inhib	GAA inh	HTT cytoprotect	aGlu spleen mod	GLA spleen mod
CC/C(=N/Nc1ccccc1)c1cnnc(SC)n1	-13%	-11%	-12%	7.1µM*	-3%	-22%	6%	-9%
CCOc1cc(N2CCOCC2)c(OCC)cc1NC(=O)c1oc2ccccc2c1C	-14%	8%	12%	-4%	4%	-32%	-3%	-9%
CC(C)c1nnc(NC(=O)c2sc3ccccc3c2Cl)s1	-18%	-5%	2%	?	6%	-64%[inhibitor]	-7%	-7%
COc1ccc(Cn2cccc(NC(=O)Nc3cccc(C#N)c3)c2=O)cc1	-10%	9%	1%	-1%	?	-28%	-5%	-9%
COc1cc(/C=C/C2=CC(C)(C)NC(=S)N2)cc(OC)c1OC	-1%	-13%	8%	-10%	-7%	?	2%	-13%
Cc1cccc(N2CC(C)Cn3c2nc2c3c(=O)n(CC(=O)O)c(=O)n2C)c1 (stereo not drawn)	-19%	2%[76.3 µM]	2%	-13%	.	.	.	.
COc1ccc(OC(=O)c2ccc(Cl)cc2)c(C(C)=O)c1	?	3%	?	?	-7%	-36%[inhibitor]	1%	-1%
COc1cccc(NC(=O)c2nnn(Cc3cccc(C(F)(F)F)c3)c2N)c1	-7%	2%[76.3 µM]	?	8%	.	.	.	.
Cn1nc2c3ccccc3n(Cc3ccc(F)cc3)c2nc1=S	-8%	-7%	-9%	2%	.	-3%[10 µM]	-4%	7%
Cc1ccc(C(=O)O)cc1S(=O)(=O)NCC1CCCO1 (stereo not drawn)	1%	6%	3%	2%	1%	-15%	3%	6%
CC(=O)N1CCc2cc(S(=O)(=O)NC(CC(C)C)C(=O)N3CCn4c3nc3ccccc34)ccc21 (stereo not drawn)	-3%	5%	8%	0%	-8%	0%[10 µM]	-20%	-2%
Cc1cc(Nc2ccc([N+](=O)[O-])cc2)nc2ccccc12	?	11%	-11%	?	12%	.	-6%	-8%

Ordered by number of heavy atoms (low to high): some entries from above
SMILES	Tau fluor counter	GAA glycogen	Tau fibril FP	Tau ThT inhib	GAA inh	HTT cytoprotect	aGlu spleen mod	GLA spleen mod
Cc1cc(Nc2ccc([N+](=O)[O-])cc2)nc2ccccc12	?	11%	-11%	?	12%	.	-6%	-8%
COc1cc(/C=C/C2=CC(C)(C)NC(=S)N2)cc(OC)c1OC	-1%	-13%	8%	-10%	-7%	?	2%	-13%
COc1ccc(Cn2cccc(NC(=O)Nc3cccc(C#N)c3)c2=O)cc1	-10%	9%	1%	-1%	?	-28%	-5%	-9%

Further structures follow.
SMILES	Tau fluor counter	GAA glycogen	Tau fibril FP	Tau ThT inhib	GAA inh	HTT cytoprotect	aGlu spleen mod	GLA spleen mod
COc1ccc([N+](=O)[O-])cc1Nc1ncnc2ccccc12	-6%	-5%	0%	-7%	1%	.	0%	2%
Cc1ccc(CNC(=O)C2CC(c3ccccc3C(F)(F)F)=NO2)cc1 (stereo not drawn)	-5%	-4%	0%	2%	.	-27%[10 µM]	5%	-6%
Cc1oc(C(N)=O)cc1COc1ccc(C(N)=O)cc1	-13%	5%	-8%	-14%	.	16%[10 µM]	-3%	8%
CC1(C)Cc2c(c(-c3ccccc3Cl)[nH]c(=O)c2C#N)CO1	3%	-11%	3%	3%	-1%	-12%	-2%	4%
CCOC(=O)C1=C(N)OC2=C(C(=O)CC(C)(C)C2)C1C1CCCCC1 (stereo not drawn)	-19%	1%	3%	-20%	-11%	-8%	-3%	-5%
Cc1ccc(C)c(/C=N/Nc2nc3ccccc3c(=O)n2O)c1	-11%	0%	-1%	.	.	-8%[10 µM]	4%	14%
C(=N\Nc1nc2ccccc2s1)/c1cccs1	14µM*[quencher]	?	?	14µM*	-7%	-44%[inhibitor]	-12%	-11%
Cc1ccc(C)c(/C=N/NC(=S)NC(C)C)c1	-11%	0%	-8%	-2%	-2%	34%[10 µM]	-4%	-10%
O=C(CSc1ncn[nH]1)N1N=C2/C(=C/c3ccco3)CCCC2C1c1ccco1 (stereo not drawn)	-16%	0%	-4%	-12%	-6%	21%	-11%	4%
NS(=O)(=O)c1ccc(CCNC(=O)c2cccc(OC(F)F)c2)cc1	-7%	2%	-5%	-2%	1%	-33%[inhibitor]	-13%	-7%
C=CCn1cnc2c(c1=O)c1nc3ccccc3nc1n2/N=C/c1cccc(OC)c1OC	-3%	-4%	-2%	-7%	-5%	-15%	-4%	15%
O=C(NC1CCCCC1)c1ccc(CSc2nc3cccnc3n2Cc2cccc(F)c2)cc1	-21%	5%[76.3 µM]	6%	-3%	.	.	.	.
O=C(Cc1ccccc1)NNC(=O)c1ccc(NC(=O)c2ccccc2)cc1	2%	-10%	1%	-4%	-8%	.	3%	11%
COc1ccccc1CNCc1cc(Br)ccc1OC	-3%	1%	-2%	-5%	-9%	-21%	0%	-1%
COc1ccc(S(=O)(=O)N(CCCN2CCOCC2)Cc2cccc3ccccc23)cc1	-19%	?	4%	-13%	?	-43%[inhibitor]	1%	0%
O=C1OC(COc2ccc(Br)cc2)CN1c1ccccc1 (stereo not drawn)	-14%	7%	-4%	.	.	12%[10 µM]	-3%	-12%
COc1cc2c(=O)c(S(=O)(=O)c3ccc(C(C)C)cc3)cn(Cc3ccccc3C)c2cc1OC	-7%	?	-6%	-5%	.	.	.	.
CCN(CC)C(=O)Cn1nc(C)c2ccccc2c1=O	-7%	9%	-1%	-3%	-2%	6%	-1%	4%
CCOC(=O)C1CCN(c2ncnc3c2nnn3Cc2ccccc2Cl)CC1	-15%	-17%	-9%	-14%	3%	-10%[10 µM]	-3%	1%
CCCCCCn1c(=O)[nH]c2nc3cc(N)ccc3nc2c1=O	?	7%	?	28µM*	2%	-20%[10 µM]	-11%	-2%
FC(F)(F)c1cccc(NC(=S)NCCN2CCOCC2)c1	-11%	7%	0%	2%	1%	.	2%	5%
CCCOC1CCCN(Cc2nc(-c3cnccn3)no2)C1 (stereo not drawn)	2%	-14%	0%	-4%	0%	-6%	4%	-1%
CCN(C(=O)COC(=O)CNC(=O)C12CC3CC(CC(C3)C1)C2)C1CCS(=O)(=O)C1 (stereo not drawn)	-2%	-1%	4%	4%	4%	33%[10 µM]	1%	6%
N[C@H](C(=O)O)c1ccc(C(=O)O)cc1	-3%&-1%	.	-6%&-3%	9%&-8%	.	?	0%&15%	-1%&20%
COC(=O)N/N=C/c1cccc([N+](=O)[O-])c1	-11%	3%	-2%	-13%	.	21%[10 µM]	-12%	6%
NNC(=O)c1cc(-c2ccco2)[nH]n1	4%	-11%	-5%	-12%	1%	.	-5%	-7%
Cc1c(C)c2ccc(OCc3ccc(C(=O)O)o3)c(C)c2oc1=O	3%	2%	-5%	-16%	-10%	-58%[inhibitor][0.074 µM]	0%	-4%
Cc1nc2ncccn2c1-c1csc(NCc2ccco2)n1	0%	-20%	3%	3%	3%	-11%[10 µM]	-1%	-2%
Cc1ccc(-c2nnc(SCC#CCOC(=O)c3cccs3)o2)cc1	-20%	-13%	8%	?	-5%	-24%	-8%	-6%
